Integrin act MD: activators of alpha7 integrin expression for muscular dystrophy; alpha7betagal myoblasts, beta-gal FDG fluorescence, 48 h; Potency, µM (top dose mostly 38.3 µM), for inactives: at the top dose activation, actives largely listed as activators; actives 0.064% (n = 350,000);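 also: potency is read from the fitted curve at half-maximal effect; 100% = response of the positive control SU9516; nearly all actives have a fitted effect of over 60% in size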
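alpha7betagal+/- myoblasts (passage 13, 250/well) treated 48 h at 37C with compounds at 1:260 dilution of DMSO stock. Lysed, then beta-galactosidase activity read as FDG fluorescence (ex 480/em 540) after 30 min, with pre-read for autofluorescence.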
A-T KAP1 phos: potential ataxia-telangiectasia treatments restoring KAP-1 phosphorylation | AID 485349 | Potency, µM (series often up to 57.5 µM), inactives show at the highest dose activation, actives largely listed as activators | […] A-T fibroblasts, KAP-1 phosphorylation AlphaLISA; neocarzinostatin DNA damage 30 min before lysis | actives 0.19% (n = 320,000); also: potency is read from the fitted curve at half-maximal effect; % of control where 0% means no effect; nearly all actives have a fitted effect of over 45% in size
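hTERT-immortalized A-T patient fibroblasts ([…]), 500 cells/well in OPTI-MEM, 1% FBS, got compounds for 60 min, then NCS for 30 min at 37C. Lysates were then assayed for phospho-KAP-1 by AlphaLISA (anti-pKAP1 donor, anti-KAP1 acceptor beads), 6 hr at 25C.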
B2AR arrestin: beta2AR (human) beta-arrestin recruitment activity; P07550; beta-arrestin recruitment to beta2AR, cell-based reporter; Potency, µM (top dose mostly 46.1 µM), for the others: at the top dose activation, most hits filed as activators; actives 0.02% (n = 330,000); AID 492947;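 also: potency is read from the fitted curve at half-maximal effect; 0% = DMSO controls and full agonism = EC100 isoproterenol or metaproterenol; nearly all actives have a fitted effect of over 65% in size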
TCR act: activates T cell receptor signaling | Potency, µM (series often up to 9.22 µM), for the others: at the top dose activation of IL-2 secretion, most hits filed as activators | primary human leukocytes, anti-CD3, IL-2 HTRF, 48 h | 330,000 tested, under 10 active; also: % of control where 0% means no effect
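Compounds are tested in HTS on primary human leukocytes co-incubated with a-CD3 beads for 48 hr. IL-2 output is measured by time-resolved FRET.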
TRPV1 agonist: activates the human vanilloid receptor TRPV1. TRPV1-expressing cells, Fluo-8 calcium influx, agonist mode. Q8NER1. activation, % at 8.33 µM. actives 0.19% (n = 320,000); in the data active = activation above about 80%; inconclusive = between about 30% and that limit; also: 0% is about no effect
Target sequence (Q8NER1 whole entry, looked up): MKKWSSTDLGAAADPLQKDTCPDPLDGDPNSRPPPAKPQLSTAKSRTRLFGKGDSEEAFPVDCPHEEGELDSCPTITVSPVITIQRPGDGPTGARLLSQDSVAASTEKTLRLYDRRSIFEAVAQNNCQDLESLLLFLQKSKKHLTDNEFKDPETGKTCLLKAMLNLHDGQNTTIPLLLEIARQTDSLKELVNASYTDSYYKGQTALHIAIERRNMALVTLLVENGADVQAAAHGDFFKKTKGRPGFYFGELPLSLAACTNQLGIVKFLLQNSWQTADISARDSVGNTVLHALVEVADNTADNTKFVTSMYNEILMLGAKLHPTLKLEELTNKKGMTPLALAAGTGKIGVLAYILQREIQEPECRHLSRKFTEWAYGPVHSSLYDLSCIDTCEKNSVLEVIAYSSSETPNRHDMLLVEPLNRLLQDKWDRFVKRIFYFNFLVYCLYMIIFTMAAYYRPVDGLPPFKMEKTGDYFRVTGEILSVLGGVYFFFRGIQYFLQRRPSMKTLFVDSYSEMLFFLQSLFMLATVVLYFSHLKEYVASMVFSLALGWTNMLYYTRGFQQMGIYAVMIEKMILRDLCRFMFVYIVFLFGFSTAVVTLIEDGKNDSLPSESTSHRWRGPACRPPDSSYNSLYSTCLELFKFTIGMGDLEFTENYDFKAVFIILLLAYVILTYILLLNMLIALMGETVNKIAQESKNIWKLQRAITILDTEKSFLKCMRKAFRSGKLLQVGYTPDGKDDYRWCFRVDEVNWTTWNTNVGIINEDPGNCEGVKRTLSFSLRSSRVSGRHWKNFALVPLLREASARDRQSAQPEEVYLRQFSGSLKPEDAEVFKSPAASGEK
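TRPV1-expressing cells were cultured overnight at 35.5C and loaded with Fluo-8 calcium dye for 40 to 90 min at room temperature. After a 10 s baseline, compound was added and calcium influx was read kinetically for 3 min (ex 480/em 520 nm).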
PTAP TSG101 blk: blocks PTAP/TSG101 interaction to inhibit HIV-1 budding | AID 493005 | 340,000 tested, under 10 active | Fluorescence polarization, FITC-PTAP peptide / Tsg101 binding | Potency, µM (series often up to 115 µM), without a hit: at the highest dose activity change, negative = inhibition, most hits filed as inhibitors | Q99816; active = well fitted inhibition curve with a large enough effect in the main read-out, with a control signal flat, not every such curve was filed as active; inconclusive = small, poorly fitted or top-dose-only effect, or effect the other way, or a change in a side signal; inactive = no such curve, though single readings can be large or run the other way; also: potency is read from the fitted curve at half-maximal effect; % of control where 0% means no effect
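Fluorescence anisotropy tracks displacement of a FITC-tagged PTAP peptide (50 nM) from the Tsg101 binding domain (10 uM), following a 20 min room-temperature incubation at pH 7.5.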
ELG1 repair inh: blocks ELG1-dependent DNA repair in HEK293T cells. HEK293T ELG1-luciferase reporter, luminescence, 16 h; DNA damage induced by 5-fluorouridine. Potency, µM (titrated, usually from 46.1 µM), inactives show at the highest dose activity change, negative = inhibition, usual class: inhibitors. actives 2.3% (n = 330,000). AID 504467; also: potency is read from the fitted curve at half-maximal effect; % is scaled to controls: 0 for no effect and ±100 for the full control effect; nearly all actives have a fitted effect of over 55% in size
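5-Fluorouridine DNA damage + compound/DMSO, 2,000 cells/well, 16 h, 37 °C/5% CO2. ONE-Glo, 30 min RT, luminescence. Readout = decrease in reporter signal.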
p53 reactivator: re-activators of mutant p53. actives 0.063% (n = 320,000). H1299 p53-A138V BP100-luciferase reporter, luminescence, 24 h. Potency, µM (highest dose often 92.2 µM), for the others: at the highest dose activity change, positive = activation, most hits filed as activators; also: potency is read from the fitted curve at half-maximal effect; % of control where 0% means no effect; nearly all actives have a fitted effect of over 45% in size
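p53-null H1299 cells stably carrying temperature-sensitive p53-A138V and a BP100-luciferase reporter were pinned with compounds (4-point, 1:5 series) and held 24 hrs at 37 deg C. Luminescence was read 10 min after detection reagent.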
BRCA1 expr up: BRCA1 expression activation; Potency, µM (doses to about 46.1 µM), for the others: at the top dose activation, hits mostly activators; actives 1.1% (n = 380,000); AID 624202; MCF7-BRCA1-FFLuc reporter, luminescence, 48 h; response scale: scaled: vehicle 0%, 10 µM genistein 100%; also: potency is read from the fitted curve at half-maximal effect; nearly all actives have a fitted effect of over 80% in size; some results filed as inactive show a strong effect at the top dose
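MCF7-BRCA1-FFLuc cells, 2000/well in phenol-red-free MEM, attached 2 h then treated 48 h at 37 C. Luciferase luminescence read 15 min after reagent; normalized to genistein maximum activation (10microM) and DMSO, concentration-response fitted.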
MLL CXXC-DNA inh: inhibitors of human MLL CXXC domain-DNA interaction; Q03164; MLL-CXXC / FITC-HOXA9 DNA fluorescence polarization; Potency, µM (top dose mostly 115 µM), inactives show at the highest dose activity change, negative = inhibition, actives largely listed as inhibitors; actives 0.037% (n = 290,000); AID 2662; active = well fitted inhibition curve with a large enough effect in the polarisation, with a control signal flat, not every such curve was filed as active; inconclusive = small, poorly fitted or top-dose-only effect, or effect the other way, or a change in a side signal; inactive = no such curve, though single readings can be large or run the other way; the % refers to the polarisation; also: potency is read from the fitted curve at half-maximal effect
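Steps: dispense CXXC domain solution (7 uM) → pin compounds or unlabeled HOX-A9 DNA control → 5 min ambient → add FLSN-HOX-A9 solution (50 nM) → spin → 30 min ambient → fluorescence polarization. Tris pH 7.5/NaCl/DTT/BSA buffer.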
* marks the source's active call; other numbers are inactive results; ? = inconclusive; · = not tested or not shown; [ ] = remark or other dose. Unless noted, calls follow the shape of the dose curve; as a rule, active = well fitted curve in the direction sought with a large enough effect; inconclusive = small, poorly fitted or top-dose-only effect, or another doubt; inactive = no such curve, though single readings can be large; an effect the other way counts as inactive or inconclusive.

SMILES | Integrin act MD | A-T KAP1 phos | B2AR arrestin | TCR act | TRPV1 agonist | PTAP TSG101 blk | ELG1 repair inh | p53 reactivator | BRCA1 expr up | MLL CXXC-DNA inh
CCc1ccc(OCC2Cn3c(nc4c3c(=O)[nH]c(=O)n4C)O2)cc1 (stereo unspecified) | 0% | 14% | 0.1% | 3% | 1 | -1% | ? | 2% | 0% | 81%[activator]
Cc1csc(N(C)C(=O)CSc2nnc(COc3ccccc3C)o2)n1 | 11% | -1% | -0.2% | 8% | 14 | -4% | -11% | 1% | -14% | 9%
CNS(=O)(=O)c1cccc(C(=O)Nc2cccc(Cl)c2)c1 | 1% | 1% | 0.0% | 2% | 18 | -7% | ? | 6% | 96% | -5%
CC(C(=O)N1CCc2ccccc21)N1CCN(S(=O)(=O)c2ccc(C(F)(F)F)cc2)CC1 (stereo unspecified) | 13% | ? | 0.5% | 1% | 15 | -2% | 0% | 4% | -12% | ·
COc1ccccc1N1C(=S)NC2CS(=O)(=O)CC21 (stereo unspecified) | 11% | 0% | 0.4% | -2% | 0 | -1% | 0% | 2% | 3% | -5%
CSc1nsc(/C=C/Nc2ccc(F)cc2F)c1C#N | 16% | 5% | -0.8% | -3% | 3 | 3% | -20% | -3% | -47% | ?
COC(C#CCCN(C)C)(c1ccccc1)c1ccccc1 | 12% | 3% | 0.1% | -7%[46.1 µM] | 2 | -1% | -8% | -21% | 8% | 3%
COc1ccc(N(CC(=O)Nc2ccc3c(c2)OCO3)S(=O)(=O)c2c(C)nn(C)c2C)cc1 | 7% | 20% | 0.2% | 1%[46.1 µM] | -9 | -6% | 12% | -9% | -7% | 13%
Cc1oc(C)c(S(=O)(=O)NCc2cccs2)c1C(=O)O | -19% | 1% | 0.3% | 2% | 0 | -4% | 12% | 0% | -9% | -17%
CCc1ccc(Oc2nc([N+](=O)[O-])nn2C)cc1 | 30% | 6% | 1.1% | 0% | -3 | -1% | 2% | 9% | 0% | 5%
CC(C(=O)N1CCN(C(=O)c2ccco2)CC1)N1C(=O)NC2(CCCCC2C)C1=O (stereo unspecified) | 4% | -9% | -0.7% | -4% | -1 | -6% | 14% | 13% | 11% | ·
CC(C)=CCC12Oc3cc(O)ccc3C1(O)Oc1cc(O)c([C@H]3C=C(C)CC(c4ccc(O)cc4O)[C@H]3C(=O)c3ccc(O)cc3O)c(O)c1C2=O (stereo partly specified) | -20% | · | · | 2% | · | 0% | · | · | -8% | ·
CC(NC(=O)c1cc(=O)[nH]c2ccc(Br)cc12)c1ccccc1 (stereo unspecified) | · | 1% | 0.2% | · | 0 | · | 9% | 1% | · | -2%
Nc1c([N+](=O)[O-])c(=O)oc2ccccc12 | 44% | 10% | 0.0% | -1% | 3 | -5% | 0% | 0% | 0% | -10%
COC(=O)N1C(=O)[C@](c2ccccc2)(C2CCCCC2)N1C(=O)OC | 29% | 16% | 3.5% | 6% | ? | 4% | 10% | · | 7% | -7%
O=C(Nc1ccc(-c2cn3ccccc3n2)cc1)c1cccs1 | -52%[inhibitor] | 2% | 0.4% | -3% | 1 | 3% | ? | ? | -40% | 60%[activator]
COc1ccc(CNC(=O)C2CCCC2)cc1 | 13% | · | · | -5% | · | -3% | · | · | 45% | ·
COc1cc(C2Nc3ccc4ncccc4c3C3=C2C(=O)CCC3)cc(OC)c1O (stereo unspecified) | -41%[inhibitor] | 1% | 0.4% | -2% | -1 | -3% | 16% | -8% | -75% | 7%
Cc1ccc(NC(=O)CCC(=O)O)cc1F | -11% | 11% | 0.0% | 0% | 3 | -1% | 2% | -1% | 0% | 0%
OC(c1ccccn1)(c1ccccn1)c1ccccn1 | -16% | 13% | -0.9% | -5%[46.1 µM] | 0 | 1% | 26% | ? | -86% | 7%
CCOC(=O)C1CCN(CCC(=O)Nc2ccccc2Cl)CC1 | 9% | 1% | -0.1% | 0%[46.1 µM] | 6 | 1% | -4% | -2% | 19% | 2%
Cc1ccc(-c2noc(CSc3nnc(-c4ccncc4)n3-c3ccc(C)cc3)n2)cc1 | -24% | 4% | 0.3% | -2% | -2 | 0% | -26% | -3% | -46% | 3%
COc1ccc(C(CNC(=O)Cc2ccc(-c3ccccc3)cc2)N(C)C)cc1 (stereo unspecified) | -74%[inhibitor] | 1% | -1.1% | 0% | 4 | 1% | 0% | 2% | -51% | -3%
NS(=O)(=O)c1ccc(CCNC(=O)NC2(C(F)(F)F)Oc3ccccc3O2)cc1 | -25% | 6% | -0.9% | 1% | -5 | -7% | -11% | ? | 0% | 9%
COCCn1c(=NC(=O)/C=C/c2ccccc2Cl)sc2cc(NC(C)=O)ccc21 | -2% | 19% | 2.8% | 5%[46.1 µM] | -5 | 0% | 21% | -20% | 0% | -1%
CCCNC(=O)c1onc(CSc2ccc(Cl)cc2)c1C(=O)NCCOC | -12% | · | · | 0% | · | 0% | · | · | 3% | ·
COc1ccc(NS(=O)(=O)c2ccc(NC(=O)c3ccc(Br)cc3)cc2)nn1 | 30% | -5% | 0.1% | 1% | 0 | -4% | -20% | 10% | -24% | 3%
CCOC(=O)/C(=C/c1ccco1)NC(=O)c1ccc(Br)o1 | -44% | -6% | -0.4% | -4% | 4 | 4% | 4% | -2% | -5% | 8%
O=C(NCCc1ccccn1)c1ccc(OC2CCN(CCc3ccccc3)CC2)cc1 | -13% | 1% | 0.5% | -3% | 0 | 3% | ? | ? | 0% | 14%
O=C(NCCC(=O)N1O[C@@H]2C=C[C@H]1C2)OCC1c2ccccc2-c2ccccc21 | 0% | -2%[11.5 µM] | -0.7% | 5%[46.1 µM] | · | -2% | ? | -5% | -1% | ·

4 structures from above, arranged by formula weight, rising.
SMILES | Integrin act MD | A-T KAP1 phos | B2AR arrestin | TCR act | TRPV1 agonist | PTAP TSG101 blk | ELG1 repair inh | p53 reactivator | BRCA1 expr up | MLL CXXC-DNA inh
CCOC(=O)/C(=C/c1ccco1)NC(=O)c1ccc(Br)o1 | -44% | -6% | -0.4% | -4% | 4 | 4% | 4% | -2% | -5% | 8%
COc1ccc(C(CNC(=O)Cc2ccc(-c3ccccc3)cc2)N(C)C)cc1 (stereo unspecified) | -74%[inhibitor] | 1% | -1.1% | 0% | 4 | 1% | 0% | 2% | -51% | -3%
Cc1ccc(-c2noc(CSc3nnc(-c4ccncc4)n3-c3ccc(C)cc3)n2)cc1 | -24% | 4% | 0.3% | -2% | -2 | 0% | -26% | -3% | -46% | 3%
COc1ccc(NS(=O)(=O)c2ccc(NC(=O)c3ccc(Br)cc3)cc2)nn1 | 30% | -5% | 0.1% | 1% | 0 | -4% | -20% | 10% | -24% | 3%

(listing goes on)
SMILES | Integrin act MD | A-T KAP1 phos | B2AR arrestin | TCR act | TRPV1 agonist | PTAP TSG101 blk | ELG1 repair inh | p53 reactivator | BRCA1 expr up | MLL CXXC-DNA inh
COC(=O)c1ccccc1NC(=O)CN(c1ccc(C)cc1)S(C)(=O)=O | 7% | 2% | 0.1% | -4% | -1 | -2% | -4% | · | 0% | -1%
Cc1cc(NS(=O)(=O)c2ccc(NC(=O)CCc3ccccc3)cc2)no1 | -21% | · | -0.5% | 2% | 6 | 1% | 0% | -3% | 0% | -17%
CCCCn1c(N)c(N(CC(C)C)C(=O)CC2CCCC2)c(=O)[nH]c1=O | -5% | 9% | -0.5% | 9% | 0 | 2% | 19% | 4% | -12% | ·
CNC(=S)N(CCc1c(C)[nH]c2ccc(F)cc12)Cc1cccnc1 | -16% | -5% | 0.6% | -2% | 2 | 3% | -5% | 4% | -22% | 2%
COc1ccc(CN2C(=O)c3cccnc3C2=O)cc1S(=O)(=O)NCc1ccco1 | ? | 0% | 0.2% | 3% | 4 | -2% | 0% | 18% | -3% | -8%
O=C(c1ccco1)N1CCN(Cc2cn[nH]c2-c2ccc(F)cc2F)CC1 | 9% | 1% | -0.2% | -1% | -1 | 0% | 1% | -4% | 1% | -4%
O=S(=O)(c1ccccc1)N1CCN(C(=S)Nc2ccc(Br)cc2)CC1 | -13% | 11% | -0.1% | 4% | ? | -6% | -23% | -3% | 1% | 1%
Cc1ccc(S(=O)(=O)Nc2ccc(Cl)cc2)cc1NC(=O)Cn1cnc2c1c(=O)n(C)c(=O)n2C | 3% | 5% | -0.3% | -3%[46.1 µM] | -3 | 0% | 18% | -1% | -13% | -8%
CCc1ccc(NC(=S)NCC2CCCN2CC)cc1 (stereo unspecified) | 0% | -7% | 0.2% | -4% | 0 | -2% | 13% | 22% | 39% | 19%
O=C(COc1ccccc1N1C(=O)c2ccccc2C1=O)c1ccc(Cl)cc1 | 10% | 7% | 0.0% | -3% | 9 | -1% | ? | 10% | 54% | 15%

Compound activity: PubChem, National Center for Advancing Translational Sciences (NCATS)
